From PubChem BioAssay
ELG1 genotox – inducers of genotoxicity in HEK293T ELG1-luciferase cells; HEK293T ELG1-luciferase reporter, luminescence, 16 h; Potency, µM (titrated, usually from 46 µM), inactives show at the top dose activity change, positive = activation, usual class: activators; 1.3% of 330,000 active; note: potency is the fitted concentration of half-maximal effect; % of control where 0% means no effect; nearly all actives have a fitted effect of over 60% in size
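ELG1-luciferase HEK293T cells, 2,000/well; compound pinned in; 16 hr, 37 °C, 5% CO2; ONE-Glo, 30 min RT; luminescence on CCD imager.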
RORg inh – inhibitors of mouse ROR gamma transcriptional activity. P51450. Drosophila S2 Gal4-RORgamma UAS-luciferase reporter, 20 h. Potency, µM (highest dose often 53.6 µM), for inactives: top-dose activity change, negative = inhibition, most hits filed as inhibitors. 5.4% of 310,000 active. AID 2551; note: potency is the fitted concentration of half-maximal effect; % is set by controls: 0 for no effect and ±100 for the full control effect; nearly all actives have a fitted effect of over 60% in size
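Drosophila S2 cells stably expressing Gal4-DBD/mouse RORγ fusion under metallothionein promoter plus UAS-luciferase; compound 1 h, then 700 uM CuSO4 induction for 20 h at ambient temperature; inhibition read as reduced luminescence.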
Rab9 prom act – activates the Rab9 promoter. Huh7 Rab9 promoter-luciferase reporter, luminescence, 24 h. Potency, µM (series often up to 9.22 µM), for inactives: at the top dose activation, negative = inhibition, most hits filed as activators. 2.8% of 320,000 active. AID 485297; note: potency is the fitted concentration of half-maximal effect; % of control where 0% means no effect; nearly all actives have a fitted effect of over 60% in size
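Huh7 cells stably carrying a Rab9 promoter-luciferase reporter, 1500 cells per well in OP-MEM I with 10% FBS, treated with compound 24 hours at 37C. Luciferase activity read by luminescence after 10 minutes with Amplite reagent.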
TRPV1 agonist – human TRPV1 agonism | TRPV1-expressing cells, Fluo-8 calcium influx, agonist mode | activation, % at 8.33 µM | 0.19% of 320,000 active | Q8NER1; in the data active = activation above about 80%; inconclusive = between about 30% and that limit; note: 0% is about no effect
Target sequence (Q8NER1 whole entry, looked up): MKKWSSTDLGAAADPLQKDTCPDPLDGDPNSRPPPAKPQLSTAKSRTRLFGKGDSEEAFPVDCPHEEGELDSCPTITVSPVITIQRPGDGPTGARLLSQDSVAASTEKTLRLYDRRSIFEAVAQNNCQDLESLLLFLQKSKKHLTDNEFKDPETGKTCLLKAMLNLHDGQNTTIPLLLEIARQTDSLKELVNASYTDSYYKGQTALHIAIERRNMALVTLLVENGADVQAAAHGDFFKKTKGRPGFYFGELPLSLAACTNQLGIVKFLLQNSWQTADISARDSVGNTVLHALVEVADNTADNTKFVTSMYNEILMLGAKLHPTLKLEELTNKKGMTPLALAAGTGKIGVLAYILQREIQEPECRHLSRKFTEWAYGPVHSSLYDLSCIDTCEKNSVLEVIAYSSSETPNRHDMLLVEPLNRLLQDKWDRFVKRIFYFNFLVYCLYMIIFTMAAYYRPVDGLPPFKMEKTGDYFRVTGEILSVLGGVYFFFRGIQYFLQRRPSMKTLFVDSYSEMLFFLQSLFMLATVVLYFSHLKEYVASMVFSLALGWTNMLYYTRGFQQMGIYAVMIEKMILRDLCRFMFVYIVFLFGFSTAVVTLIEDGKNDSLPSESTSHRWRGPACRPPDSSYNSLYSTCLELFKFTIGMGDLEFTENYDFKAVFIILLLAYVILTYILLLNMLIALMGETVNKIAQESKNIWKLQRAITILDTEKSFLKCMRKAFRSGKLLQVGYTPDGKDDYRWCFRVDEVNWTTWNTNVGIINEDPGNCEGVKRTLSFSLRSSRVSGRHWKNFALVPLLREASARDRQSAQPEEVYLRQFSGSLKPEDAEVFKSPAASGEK
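Cells expressing TRPV1 were dye-loaded with Fluo-8 and read kinetically: 10 s baseline, 3 min after compound (agonist portion), then 2 min after EC20 capsaicin (allosteric enhancer portion). Calcium-bound dye fluorescence at 480/520 nm.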
ELG1 DNA repair – ELG1-dependent DNA repair inhibition; HEK293T ELG1-luciferase reporter, luminescence, 16 h; DNA damage induced by 5-fluorouridine; Potency, µM (top dose mostly 46.1 µM), for the others: at the top dose activity change, negative = inhibition, most hits filed as inhibitors; 2.3% of 330,000 active; note: potency is the fitted concentration of half-maximal effect; % is set by controls: 0 for no effect and ±100 for the full control effect; nearly all actives have a fitted effect of over 55% in size
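In this reporter screen, reduction of luminescence relative to DMSO vehicle indicated activity. Compounds and 5-fluorouridine were added together to 2,000 cells per well, incubated for 16 hr at 37 °C, then developed with ONE-Glo.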
NPC1 promoter act – activates the NPC1 promoter | Huh7 NPC1 promoter luciferase reporter, 24 h | Potency, µM (top dose mostly 9.22 µM), for inactives: top-dose activation, usual class: activators | 2.4% of 320,000 active | AID 485313;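 note: potency is the fitted concentration of half-maximal effect; % of control where 0% means no effect; nearly all actives have a fitted effect of over 60% in size; reporter is driven by a mutant NPC1 promoter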
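Stable NPC1-promoter luciferase Huh7 line; cpd (DMSO) 24 h, 37 °C, 5% CO2; Amplite luciferase reagent 10 min RT; luminescence readout. qHTS format.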
BRCA1 expr act – activators of BRCA1 expression. 1.1% of 380,000 active. MCF7-BRCA1-FFLuc reporter, luminescence, 48 h; response scale: scaled: vehicle 0%, 10 µM genistein 100%. Potency, µM (top dose mostly 46.1 µM), inactives show top-dose activation, actives largely listed as activators; note: potency is the fitted concentration of half-maximal effect; nearly all actives have a fitted effect of over 80% in size; some results filed as inactive show a strong effect at the top dose
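MCF7 cells carrying a BRCA1-firefly luciferase reporter (2000 cells/well, phenol-red free MEM) were attached for 2 h at 37 °C, then given compounds for 48 h. Luminescence was read 15 min after luciferase reagent; activity normalized to genistein (10 microM) and DMSO.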
p53 reactivation – restores transcriptional activity of mutant p53; Potency, µM (series often up to 92.2 µM), inactives show top-dose activity change, positive = activation, hits mostly activators; 0.063% of 320,000 active; H1299 p53-A138V BP100-luciferase reporter, luminescence, 24 h; AID 504706; note: potency is the fitted concentration of half-maximal effect; % of control where 0% means no effect; nearly all actives have a fitted effect of over 45% in size
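p53-null H1299 cells stably carrying temperature-sensitive p53-A138V and a BP100-luciferase reporter were pinned with compounds (4-point, 1:5 series) and held 24 hrs at 37 deg C. Luminescence was read 10 min after detection reagent.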
FLuc counter – inhibits or activates purified firefly luciferase, miR-21 counter-screen; purified FLuc, Km substrates, luminescence inhibition; Potency, µM (top dose mostly 57.5 µM), without a hit: top-dose activity change, negative = inhibition, hits mostly inhibitors; 6.9% of 360,000 active; AID 588342;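 note: potency is the fitted concentration of half-maximal effect; plate controls were vehicle for no effect and reference inhibitor for full effect; nearly all actives have a fitted effect of over 55% in size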
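Purified P. pyralis luciferase (10nM final) with 10uM D-luciferin and 10uM ATP (Km levels) in 50mM Tris acetate pH 7.5, 10mM Mg acetate, 0.01% Tween-20, 0.05% BSA; qHTS 6-point titration, ~60 µM downward; luminescence read.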
VP16 counter – counter-screen for ROR gamma inhibitors: Gal4-VP16 reporter; 3.5% of 310,000 active; Drosophila S2 Gal4-VP16 UAS-luciferase, luminescence, 20 h; AID 2546; Potency, µM (highest dose often 53.6 µM), without a hit: top-dose activity, negative = inhibition, hits mostly inhibitors;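 note: Gal4-VP16 expression switched on by copper sulfate through the metallothionein promoter; potency is the fitted concentration of half-maximal effect; % is set by controls: 0 for no effect and ±100 for the full control effect; nearly all actives have a fitted effect of over 50% in size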
Tb PFK inh – blocks T. brucei phosphofructokinase; O15648; 0.17% of 330,000 active; T. brucei PFK, ADP-Glo luminescence; AID 485367; Potency, µM (highest dose often 57.5 µM), without a hit: at the top dose activity, negative = inhibition, most hits filed as inhibitors;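 note: potency is the fitted concentration of half-maximal effect; 0% = uninhibited 1x PFK enzyme wells and -100% = no-enzyme wells; nearly all actives have a fitted effect of over 60% in size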
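Compounds were pin-transferred as a titration series up to 57 uM into substrate buffer (0.5 mM F6P, 0.1 mM ATP, pH 8.0), then 1.25 nM PFK was added and reactions ran 45 min before ADP-Glo detection.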
* marks the source's active call; other numbers are inactive results; ? = inconclusive; . = not tested or not shown; [ ] = another dose, or the depositor's remark. Unless noted, calls come from the whole dose curve; as a rule, active = well fitted curve in the direction sought with a large enough effect; inconclusive = small, poorly fitted or top-dose-only effect, or another doubt; inactive = no such curve, though single readings can be large; an effect the other way counts as inactive or inconclusive.

Values run as follows: ELG1 genotox, RORg inh, Rab9 prom act, TRPV1 agonist, ELG1 DNA repair, NPC1 promoter act, BRCA1 expr act, p53 reactivation, FLuc counter, VP16 counter, Tb PFK inh
> COC(=O)N/N=C\C=C\c1ccc2c(c1)OCO2
 : 2%, 1%, 3.5µM*, 10, 6%, 4µM*, 4.5µM*, 2%, 15µM*, -7%, 0%
> COc1ccccc1NC(=O)CSc1nnc(-c2ccoc2C)n1CC1CCCO1 (stereo not given)
 : -1%, -10%, -2%, -1, -6%, -4%, 0%, 0%, -1%, 0%, 0%
> CC(=O)c1ccc(N2CCN(C(=O)/C=C/c3ccc(S(=O)(=O)N4CCOCC4)cc3)CC2)cc1
 : -4%, -7%, -4%, -1, ?, -14%, -3%, -3%, 3%, 2%, 7%
> Cn1c(SCC(=O)NNC(=O)c2ccccc2O)nnc1-c1ccccc1
 : 4%, 1%, 0%, -1, -8%, 0%, -45%, 10%, ?, 2%, -8%
> N#C/C(=C\c1ccc(F)cc1)C(=O)Nc1ccccn1
 : 1%, 22%, 0%, 2, 2%, -1%, -10%, -1%, 12µM*, -2%, 1%
> COc1ccc(NC(=O)Cn2nnc(-c3ccc(CN4CCOCC4)cc3)n2)c(OC)c1
 : 2%, 33%, 1%, 1, -21%, -1%, 10%, -1%, -3%, -8%, -3%
> CC(C)=CCN1CCN(C/C(Cl)=C/c2ccccc2)CC1CCO (stereo not given)
 : -1%, -4%, -2%, 13, 2%, 0%, 0%, 2%, -3%, 5%, 2%
> CCN1CCN(c2ncnc3c2c(-c2ccccc2)cn3-c2ccc(F)cc2)CC1
 : -4%, 11%, 0%, ?, -12%, -3%, -14%, 0%, 5%, 4%, 1%
> COC(=O)c1ccc2nc(C)cc(Nc3ccccc3C)c2c1
 : -3%, 55%, 8%, 3, -12%, 0%, 9%, -1%, 5%, -7%, 2%
> O=C(CCCCn1c(=O)[nH]c2ccccc2c1=O)NCCC1=CCCCC1
 : 1%, 13%, 15%, 9, -3%, -2%, -12%, 2%, 1%, -10%, -1%
> NC(=O)[C@@H]1CC2(CC(c3cccc(NC(=O)CC(c4ccccc4)c4ccccc4)c3)=NO2)CN1C(=O)[C@@H]1CCC(=O)N1 (stereo not given in full)
 : 1%, 0%, -2%, -1, 9%, -4%, 0%, 3%, 4%, 5%, 0%
> CCOC(=O)c1ccc2c(c1)N(CC(=O)N1CCCC1)C(=O)C(C)(C)O2
 : -1%, 0%, 6%, 0, -3%, 1%, 6%, 4%, 1%, -7%, -1%
> C=CCn1c(SCC(=O)N2CCc3ccccc3C2)nc2sc(CC)cc2c1=O
 : -4%, ?, -3%, ?, 23µM*, -1%, -35%, -7%, 2%, ?, -11%
> COc1ccccc1-n1cnnc1SCC(=O)Nc1cc(C)on1
 : -7%, ?, -7%, -1, -12%, -4%, -19%, 6%, -5%, -1%, -3%
> COCCNC(=O)Cn1nc(C)c2ccccc2c1=O
 : -3%, -2%, 2%, -3, 0%, 9%, -18%, -17%, -2%, -6%, 0%
> Clc1ccc(-n2cccc2)cn1
 : 2%, 7%, -7%, -4, 3%, 9%, -15%, -2%, -1%, -12%, 2%
> NC(=O)Cn1cnc2c(nnn2-c2ccc(F)cc2)c1=O
 : -1%, 16%, -1%, 1, -1%, 2%, 0%, 0%, 6%, -7%, 7%
> O=C(Nc1ccnn1C1CCN(C(=O)c2c(F)cccc2F)CC1)C1CC1
 : -1%, 5%, 7%, 3, 3%, 0%, -15%, -14%, 3%, 0%, -2%
> CCOC(=O)CN(C(=O)COc1nc(-c2ccccc2)cc(C)c1C#N)c1ccccc1
 : 1%, -3%, -2%, 20, 0%, 2%, -10%, 0%, -1%, 0%, 1%
> COc1ccc(-n2ncc3c(=O)n(CC(=O)Nc4ccc(S(=O)(=O)N5CCOCC5)cc4)cnc32)cc1
 : -1%, ?, -9%, -5, -19%, 1%, -19%, -4%, -6%, ?, 0%
> CCCCn1c(N)c(N(CC(C)C)C(=O)c2cc(-c3ccco3)nc3ccccc23)c(=O)[nH]c1=O
 : 3%, ., 1%, 0, 8%, -2%, 0%, -3%, -3%, ., -14%
> CCO[C@@H]1OC(C(N)=O)=C[C@H](c2coc3ccccc3c2=O)[C@H]1CCCO
 : 1%, -5%, 1%, -4, 10%, -5%, 3%, -2%, -1%, -2%, 1%
> Cc1ccc(NC(=O)CSc2n[nH]c(-c3cccnc3)n2)c(Br)c1
 : -2%, 3%, -5%, -4, -9%, -2%, 3%, -1%, 2%, -5%, 0%
> COc1cccc(CNC(=O)CNS(=O)(=O)c2ccc(Br)s2)c1
 : -4%, 0%, -5%, 0, 0%, -1%, 20%, -2%, -3%, -9%, -5%
> CC1CN(C(=O)CCC(=O)N2CCCCC2)c2cc(Cl)ccc2O1 (stereo not given)
 : -1%, 15%, -4%, ?, 5%, 2%, 0%, -2%, 3%, -4%, -5%
> NS(=O)(=O)c1ccc(N2CCN(C(=O)C3COc4ccccc4O3)CC2)nc1 (stereo not given)
 : -8%, ., 1%, 4, 0%, 0%, 5%, -6%, -1%, ., -11%
> Nc1nnc(SCc2coc(-c3ccc(Cl)cc3)n2)s1
 : 10%, ?, ?, ?, ?, ?, ?, 28%, -6%[2.3 µM], -4%, 7%
> Cc1ccc(/C=c2\sc3nc(-c4cccs4)nn3c2=O)o1
 : -1%, -31%, 2%, -4, 24%, -4%, -5%, 1%, ?, 1%[0.365 µM], -21%
> C/C(=N\NC(=S)NC1CCCCC1)c1ccc(O)cc1
 : -2%, 4.5µM*, 14%, 6, ?, 2%, -40%, 9%, ?, ?, -3%
> Cn1c(=O)c2cc(NCc3ccccc3)nnc2n(C)c1=O
 : 3%, -41%, 10%, -1, -17%, 7%, -29%, 3%, 1%, -23%, 0%
> Cc1cc(C)n2nc(SCC(=O)c3cc(C)n(CC4CCCO4)c3C)nc2n1 (stereo not given)
 : -6%, 2%, -8%, -2, ?, -5%, -18%, -2%, ?, -9%, -11%
> CCCCOCCCN1CC(=O)N2C(C)c3[nH]c4ccccc4c3C[C@H]2C1=O (stereo not given in full)
 : -7%, -2%, 1%[1.84 µM], -5, -22%, -4%, -23%, -1%, 1%, 6%, 0%
> CCc1ccc(NC(=O)C(C)OC(=O)/C=C/c2ccc(O)c(OC)c2)cc1 (stereo not given)
 : 0%, ., ., ., ?, ., 1%, -11%, ., ., -1%
> Nc1ccccc1C(=O)NC1CCCCNC1=O (stereo not given)
 : 0%, 4%, 0%, ., -1%, 2%, 24%, 1%, 2%, 1%, -1%
> O=C(CCn1c(=O)oc2cc(Cl)ccc21)Nc1ccc(N2CCOCC2)cc1
 : -10%, -3%, -2%, -1, -23%, -4%, -34%, -4%, 0%, 8%, 0%
> CC(=O)c1cccc(NC(=O)c2ccccc2N(C)S(=O)(=O)c2ccc(C)cc2)c1
 : -7%, 31%, 6%, 15, -10%, 2%, -7%, ., 2%, 7%, 4%
> CCOC(=O)c1c(NC(=O)CSc2nnc(Cc3ccccc3)o2)sc(C(C)=O)c1C
 : 1%, 0%, -10%, 0, ?, -2%, -23%, 5%, 0%, ?, 4%
> CC(=O)C1=C(C)Nc2ncnn2C1c1ccccc1Cl (stereo not given)
 : 4%, -23%, -4%, -2, -3%, 2%, -15%, -3%, 2%, 7%, -3%
> CC(Oc1ccc(Br)cc1)C(=O)NC1CCCCCC1 (stereo not given)
 : -1%, ., 12%, ?, ?, 18%, 62%, ?, -13%, ., 5%
> O=C(CN1C(=O)COc2ccccc21)N(CCCN1CCOCC1)CC1CC=CCC1 (stereo not given)
 : -3%, -40%, 16%, 2, 13%, 5%, -18%, -2%, -1%, -10%, -8%
> COc1ccccc1CCNC(=O)C1CCC(=O)N(C2CCCCCC2)C1 (stereo not given)
 : 0%, 0%, 0%, -1, -1%, -3%, -21%, 6%, 1%, 22%, 2%
> Cc1cc2oc3c(c(=O)c2cc1C)C(c1ccc(C(C)C)cc1)N(CCCN1CCOCC1)C3=O (stereo not given)
 : -2%, 13%, 1%, -4, ?, 2%, -6%, -8%, 4%, ?, 1%

The order is random; 15% or so of the library scored in one or more.
